MT1-MMP txn act: MT1-MMP promoter reporter activation – cell-based, luciferase luminescence, primary screen; AID 750, 2007; activation factor at 10 µM; 86,000 compounds, 0.16% hits; HT1080 MT1-MMP promoter luciferase reporter, overnight; active compounds read high;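 active means activation factor of at least 2 for MT1-MMP transcription at 10 µM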
* hit, by the source's call.

SMILES | MT1-MMP txn act
CCn1cc(C(=O)Nc2ccc(NC(=O)c3ccco3)cc2)c(=O)c2ccc(C)nc21 | 1.1
COC(=O)[C@@]1(Cc2ccc(OC)cc2)[C@H]2c3cc(C(=O)N(C)C)n(CCF)c3C[C@H]2CN1C(=O)c1ccccc1 | 1.2
Cc1nc2sc(C(c3ccco3)N3CCC(Cc4ccccc4)CC3)c(O)n2n1 (configuration not stated) | 1
COC(=O)[C@H]1C[C@@H]1[C@H](NS(=O)(=O)c1ccc2ccccc2c1)c1ccccc1 | 1.1
COc1ccc(NC(=O)C2CCN(S(=O)(=O)c3cccc4cccnc34)CC2)cc1OC | 1
CCOCCn1c(CN2CCOCC2)nc2c1c(=O)[nH]c(=O)n2C | 1.1
c1ccc(C2[C@H]3CN(Cc4cccnc4)[C@H](c4ccccc4)C34CC2(c2cccnc2)C4)cc1 (some centres not stated) | 1.1
NC(=O)CSc1nnc(Cn2c(=O)sc3ccccc32)n1CCc1ccccc1 | 1.1
COC(=O)c1ccc(C(NC(=O)OCc2ccccc2)/C(F)=C/[C@@H](C)C(=O)NCc2ccc(-c3ccccc3)cc2)cc1 (some centres not stated) | 1.1
COCCn1c(C(=O)N(C)C)cc2c1C[C@H]1CN(C(=O)c3ccccc3)[C@@](Cc3ccc(OC)cc3)(C(=O)OC)[C@@H]21 | 1.2
COc1cccc(C2C(C(=O)c3ccco3)=C(O)C(=O)N2CCCN2CCOCC2)c1OC (configuration not stated) | 1.1
COCCN1Cc2cccc(C(=O)NCc3ccc4c(c3)OCO4)c2C1=O | 1.1
COC(=O)c1cccc(C23CC4(C2)[C@H](CN(Cc2ccc(C(F)(F)F)cc2)[C@@H]4c2ccccc2)C3c2ccc(Cl)nc2)c1 (some centres not stated) | 1
CC(=O)[C@H]1CC[C@H]2[C@@H]3CCC4=CC(=O)CC[C@]4(C)[C@H]3CC[C@]12C | 1
O=C(Nc1nc(-c2cccs2)cs1)c1ccc(Cl)s1 | 1.4
COc1cccc(C2CC(c3ccccc3)Nc3nc(N)nn32)c1 (configuration not stated) | 1.1
CCC1=C2CC[C@H]3C(=O)N(C)C(=O)[C@H]3[C@H]2[C@@]2(Cc3ccccc3)C(=NCCc3c[nH]c4ccccc34)OC(=O)N2C1=O | 1.1
Cc1ccc2c(c1)NCC(C(=O)NCc1ccccc1)O2 (configuration not stated) | 1.3
O=C(CSc1ccc2nnc(-c3cccs3)n2n1)N1CCOCC1 | 1.1
Cc1cc(-c2ccccc2)nc2cc(C(=O)NCCCn3ccnc3)nn12 | 1.1
Cn1c(N)c(C(=O)COC(=O)c2cc(-c3ccccc3)nc3ccccc23)c(=O)n(Cc2ccccc2)c1=O | 1.2
CCCC[C@@H]1C[C@H]1C(NC(=O)c1ccco1)c1ccc(C(=O)OC)cc1 (some centres not stated) | 1.2
COC(=O)[C@@]1(Cc2ccccc2)[C@H]2c3cc(C(=O)N4CCCC4)n(CCc4ccccn4)c3C[C@H]2CN1C(=O)c1ccccc1 | 1.1
CCN(CCCNC(=O)COc1cc(=O)n(CC)c2ccccc12)c1ccccc1 | 0.9
CCC(C(=O)NC(C)CCc1ccco1)n1nc(C)n2c(cc3occc32)c1=O (configuration not stated) | 1.1
O=c1oc2ccccc2c2oc3cc(O)c(O)cc3c12 | 1.1
O=C(O)CCCC(=O)N1CCN(C(c2ccccc2)c2ccccc2)CC1 | 0.9
Cn1c(=O)c2c(nc(SCC(=O)NC3CCCCC3)n2C)n(C)c1=O | 1.3
CCc1cccc(Nc2cc(C)nc3ncnn23)c1 | 1
COC(=O)[C@@H]1C[C@@]2(O)[C@@H](O)[C@@H](O)[C@@H](O)C[C@H]2N1Cc1cc(F)ccc1F | 1
CCOc1ccc(NC(=O)c2ccccc2O)cc1 | 0.9
COCCCn1c(=N)c(C(=O)NCC2CCCO2)cc2c(=O)n3cccc(C)c3nc21 (configuration not stated) | 1.2
COC(=O)c1ccc(C(NC(=O)OCc2ccccc2)/C(I)=C/[C@@H](C)C(=O)O)cc1 (some centres not stated) | 1
CCN1CCN(c2ncc(C(=O)Nc3cc(Cl)c(OC)cc3OC)c3ccccc23)CC1 | 1.1
O=C(C1CCCCC1)N1CCC(c2nc3c(nnn3Cc3ccccc3Cl)c(=O)[nH]2)CC1 | 1
C=CCn1cc(C(=O)NCCCOC)c(=O)c2cc(S(=O)(=O)N3CCC(C)CC3)ccc21 | 0.9
CC1CC(NC(=O)c2cnc3n(c2=O)CCS3)CC(C)(C)C1 (configuration not stated) | 1
Cn1c(C(=O)N2CCN(c3ccc(F)cc3)CC2)cc2c(=O)n(C)c3ccccc3c21 | 1.1
COC(=O)c1ccc(C2c3c(oc4cc(C)c(C)cc4c3=O)C(=O)N2CCCN(C)C)cc1 (configuration not stated) | 1
Cc1cc(Nc2ccc(Br)cc2F)n2nc(C)nc2n1 | 1.1
CCN(CC)S(=O)(=O)c1ccc(NC(=O)c2cccc3c2C(=O)N(CCOC)C3)cc1 | 1
Cc1nc2c(c(=O)n1CC1CCCO1)c1nc3ccccc3nc1n2Cc1ccc2c(c1)OCO2 (configuration not stated) | 1.2
CCCCC[C@H](O)/C=C/[C@@H]1[C@@H](CCCCCCC(=O)O)[C@@H](O)C[C@H]1O | 1.1
C=CCOC(=O)c1sc(N2C(=O)c3oc4ccccc4c(=O)c3C2c2ccco2)nc1C (configuration not stated) | 1.1
CCOC(=O)C1CCCN(c2nc3ccccc3nc2C(C#N)C(=O)OC(C)COC)C1 (configuration not stated) | 0.9
Cc1cccc(NC(=O)CSc2nc3c(c(=O)[nH]2)CCC3)c1C | 1.2
CN1CCN(CCCN2c3ccccc3Sc3ccc(Cl)cc32)CC1 | 1
COc1ccc(-n2nc3c(c2NC(=O)c2cc4ccccc4oc2=O)CS(=O)(=O)C3)cc1 | 1.2
O=C(NCCN1CCOCC1)NC1(C(F)(F)F)Oc2ccc(Cl)cc2O1 (configuration not stated) | 1.1
COC(=O)CC(=O)Cc1nc(N)nc(Nc2ccc(C)c(C)c2)n1 | 1
COc1ccccc1N1C(=O)C2ON(c3ccccc3)C(c3ccc(N(C)C)cc3)C2C1=O (configuration not stated) | 1
O=C(CSc1ncnc2nc[nH]c12)c1ccc(Cl)cc1 | 0.8
COC(=O)c1cc(=O)nc2scc(C)n12 | 1.2
OC(CCN1CCCCC1)(c1ccccc1)C1CCCCC1 (configuration not stated) | 1.1
O=C(O)c1ccccc1Nc1cccc(C(F)(F)F)c1 | 1
CC(=O)Nc1nnc(SCc2cccc(F)c2)s1 | 1.2
CCOc1nc(NC(=O)NS(=O)(=O)Oc2cccc(Cl)c2)nc(-c2ccccc2)n1 | 1.4
CC(C)c1cccc2nc3c(c([Si](C)(C)C(C)(C)C)c12)Cn1c-3cccc1=O | 1.1
Cc1nc2sc(C(c3cccs3)N3CCN(c4cccc(Cl)c4)CC3)c(O)n2n1 (configuration not stated) | 0.9
Cc1nn(C)c(C)c1S(=O)(=O)N(CC(=O)Nc1ccc2c(c1)OCO2)c1ccc(C(C)C)cc1 | 1.1
(next part)
SMILES | MT1-MMP txn act
CC1=C(c2ccc(Cl)cc2)[N+](=O)C(C)(C)N1[O-] | 1.2
Cn1c(N)c(C(=O)COC(=O)c2cc(C3CC3)nc3ccccc23)c(=O)n(Cc2ccccc2)c1=O | 1
CCCn1c(=S)[nH]c2cc(C(=O)NCC3CCCO3)ccc2c1=O (configuration not stated) | 1.1
COC(=O)C(C)Sc1nc2c(c(=O)n(C)c(=O)n2C)n1CCC(C)C (configuration not stated) | 1
CCCCCCN(C(=O)CCCCCN1C(=O)NC(c2ccc(-c3ccccc3)cc2)C(C(=O)OCc2ccccc2)=C1C)C(C(=O)NCCCC)c1ccc(O)cc1 (configuration not stated) | 1.1
CCc1nnc(NC(=O)c2cccc(C(=O)Nc3nnc(CC)s3)n2)s1 | 1.1
CCC1=C(OC(=O)N(CC)CC)N2C(=O)OC(=NCCc3c[nH]c4ccccc34)[C@]2(Cc2ccccc2)[C@H]2C1=CC[C@H]1C(=O)N(C)C(=O)[C@H]12 | 1.2
COC(=O)[C@@]1(Cc2ccc(F)cc2)[C@H]2c3cc(C(=O)N(C)C)n(Cc4ccsc4Br)c3C[C@H]2CN1C(=O)c1ccccc1 | 1.2
COC(=O)[C@@]1(Cc2ccc(F)cc2)[C@H]2c3cc(C(=O)N4CCCC4)n(Cc4ccc(C)c(F)c4F)c3C[C@H]2CN1C(=O)c1ccccc1 | 1.1
CC(=O)c1cccc(NC(=O)c2cc(C)no2)c1 | 1.1
COc1ccc2c(c1)-c1nc(NC(=O)c3ccco3)sc1CC2 | 1.7
O=C(NCCO)c1cccc2c1C(=O)c1ccccc1-2 | 1.1
O=C(NCc1ccccc1)C1CCCN(S(=O)(=O)c2cccc3nonc23)C1 (configuration not stated) | 1.2
O=C(CCCC1=NS(=O)(=O)c2ccccc2N1)N1CCN(c2ccc(Cl)cc2)CC1 | 1.2
COC(=O)c1ccc(C(NC(=O)OCc2ccccc2)/C(F)=C/[C@@H](C)C(=O)NC2CCCCC2)cc1 (some centres not stated) | 1.1
O=C(c1ccco1)N1CCN(C(=O)c2cccc3c2C(=O)N(C2CCCCC2)C3)CC1 | 1.1
O=c1[nH]cnc2c1ncn2[C@@H]1O[C@H](CO)[C@@H](O)[C@H]1O | 1
CCOC(=O)Cc1nnc(NC(=O)c2ccccc2OCC)s1 | 1
C[C@@H](C(=O)Nc1ccc2ccccc2c1)[C@@H]1C[C@@]1(C)[C@@H](NS(=O)(=O)c1ccc2ccccc2c1)c1ccccc1 | 1.2
Cc1cc(NC(=O)c2ccccc2-c2ccccc2C(=O)O)no1 | 1.2
COc1ccc(C)cc1-n1nnnc1SCC(=O)Nc1cc(C)on1 | 1.2
COC(=O)[C@@]1(Cc2ccc(F)cc2)[C@H]2c3cc(C(=O)N(C)C)n(CCO)c3C[C@H]2CN1C(=O)c1ccccc1 | 1.1
CCOC(=O)c1sc2nc(NC(=O)c3cccs3)sc2c1C | 1.3
CC(C)CCn1c(NCCc2ccccc2)nc2c1c(=O)n(C)c(=O)n2C | 0.9

22 compounds out of the list, sorted by heavy-atom count, rising:
SMILES | MT1-MMP txn act
CC1=C(c2ccc(Cl)cc2)[N+](=O)C(C)(C)N1[O-] | 1.2
CC(=O)c1cccc(NC(=O)c2cc(C)no2)c1 | 1.1
O=c1[nH]cnc2c1ncn2[C@@H]1O[C@H](CO)[C@@H](O)[C@H]1O | 1
O=C(NCCO)c1cccc2c1C(=O)c1ccccc1-2 | 1.1
CCOC(=O)c1sc2nc(NC(=O)c3cccs3)sc2c1C | 1.3
CCOC(=O)Cc1nnc(NC(=O)c2ccccc2OCC)s1 | 1
Cc1cc(NC(=O)c2ccccc2-c2ccccc2C(=O)O)no1 | 1.2
COC(=O)C(C)Sc1nc2c(c(=O)n(C)c(=O)n2C)n1CCC(C)C (configuration not stated) | 1
CCc1nnc(NC(=O)c2cccc(C(=O)Nc3nnc(CC)s3)n2)s1 | 1.1
CC(C)CCn1c(NCCc2ccccc2)nc2c1c(=O)n(C)c(=O)n2C | 0.9
O=C(NCc1ccccc1)C1CCCN(S(=O)(=O)c2cccc3nonc23)C1 (configuration not stated) | 1.2
Cc1nc2sc(C(c3cccs3)N3CCN(c4cccc(Cl)c4)CC3)c(O)n2n1 (configuration not stated) | 0.9
O=C(CCCC1=NS(=O)(=O)c2ccccc2N1)N1CCN(c2ccc(Cl)cc2)CC1 | 1.2
O=C(c1ccco1)N1CCN(C(=O)c2cccc3c2C(=O)N(C2CCCCC2)C3)CC1 | 1.1
Cc1nn(C)c(C)c1S(=O)(=O)N(CC(=O)Nc1ccc2c(c1)OCO2)c1ccc(C(C)C)cc1 | 1.1
Cn1c(N)c(C(=O)COC(=O)c2cc(C3CC3)nc3ccccc23)c(=O)n(Cc2ccccc2)c1=O | 1
COC(=O)[C@@]1(Cc2ccc(F)cc2)[C@H]2c3cc(C(=O)N(C)C)n(CCO)c3C[C@H]2CN1C(=O)c1ccccc1 | 1.1
C[C@@H](C(=O)Nc1ccc2ccccc2c1)[C@@H]1C[C@@]1(C)[C@@H](NS(=O)(=O)c1ccc2ccccc2c1)c1ccccc1 | 1.2
COC(=O)[C@@]1(Cc2ccc(F)cc2)[C@H]2c3cc(C(=O)N(C)C)n(Cc4ccsc4Br)c3C[C@H]2CN1C(=O)c1ccccc1 | 1.2
COC(=O)[C@@]1(Cc2ccc(F)cc2)[C@H]2c3cc(C(=O)N4CCCC4)n(Cc4ccc(C)c(F)c4F)c3C[C@H]2CN1C(=O)c1ccccc1 | 1.1
CCC1=C(OC(=O)N(CC)CC)N2C(=O)OC(=NCCc3c[nH]c4ccccc34)[C@]2(Cc2ccccc2)[C@H]2C1=CC[C@H]1C(=O)N(C)C(=O)[C@H]12 | 1.2
CCCCCCN(C(=O)CCCCCN1C(=O)NC(c2ccc(-c3ccccc3)cc2)C(C(=O)OCc2ccccc2)=C1C)C(C(=O)NCCCC)c1ccc(O)cc1 (configuration not stated) | 1.1

New compounds follow
SMILES | MT1-MMP txn act
COc1ccc(OC)c(C2C3=C(CCCC3=O)Nc3nc4ccccc4n32)c1 (configuration not stated) | 1.1
O=C(NCCCN1CCCC1=O)c1ccc2c(c1)ncn2C1CCCCC1 | 1.1
O=C(c1ccc(NC2=NC3CS(=O)(=O)CC3S2)cc1)N1CCN(C(=O)c2ccco2)CC1 (configuration not stated) | 1.1
Cc1cccc(NC(=O)C2CCN(S(=O)(=O)c3cccc4nsnc34)CC2)c1 | 1.3
COCCN1C(=O)c2ccccc2C(C(=O)NCCCN2CCCC2=O)C1c1c[nH]c2ccccc12 (configuration not stated) | 1.3
COC(=O)CCCCCN1C(=O)NC(c2ccccc2)C(C(=O)OCc2ccccc2)=C1C (configuration not stated) | 1.2
CCOC(=O)c1c(C)c(C(=O)NCc2ccc3c(c2)OCO3)c(C)n1CC | 1.2

Three entries out of the list, sorted by count of non-hydrogen atoms, smallest number first:
SMILES | MT1-MMP txn act
Cc1cccc(NC(=O)C2CCN(S(=O)(=O)c3cccc4nsnc34)CC2)c1 | 1.3
O=C(c1ccc(NC2=NC3CS(=O)(=O)CC3S2)cc1)N1CCN(C(=O)c2ccco2)CC1 (configuration not stated) | 1.1
COCCN1C(=O)c2ccccc2C(C(=O)NCCCN2CCCC2=O)C1c1c[nH]c2ccccc12 (configuration not stated) | 1.3

Assay outcomes as filed in PubChem BioAssay.

A portion of the library (hit frequency here may not be typical).
